Source: PubChem
Pol iota inh: inhibitors of human DNA polymerase iota; Q9UNA4; Pol iota fluorescent replication assay, 10 min; Potency, µM (series often up to 115 µM), for inactives: at the highest dose activity, negative = inhibition, most hits filed as inhibitors; 390,000 tested, 1% active; AID 588590
Target sequence (Q9UNA4 whole entry, looked up): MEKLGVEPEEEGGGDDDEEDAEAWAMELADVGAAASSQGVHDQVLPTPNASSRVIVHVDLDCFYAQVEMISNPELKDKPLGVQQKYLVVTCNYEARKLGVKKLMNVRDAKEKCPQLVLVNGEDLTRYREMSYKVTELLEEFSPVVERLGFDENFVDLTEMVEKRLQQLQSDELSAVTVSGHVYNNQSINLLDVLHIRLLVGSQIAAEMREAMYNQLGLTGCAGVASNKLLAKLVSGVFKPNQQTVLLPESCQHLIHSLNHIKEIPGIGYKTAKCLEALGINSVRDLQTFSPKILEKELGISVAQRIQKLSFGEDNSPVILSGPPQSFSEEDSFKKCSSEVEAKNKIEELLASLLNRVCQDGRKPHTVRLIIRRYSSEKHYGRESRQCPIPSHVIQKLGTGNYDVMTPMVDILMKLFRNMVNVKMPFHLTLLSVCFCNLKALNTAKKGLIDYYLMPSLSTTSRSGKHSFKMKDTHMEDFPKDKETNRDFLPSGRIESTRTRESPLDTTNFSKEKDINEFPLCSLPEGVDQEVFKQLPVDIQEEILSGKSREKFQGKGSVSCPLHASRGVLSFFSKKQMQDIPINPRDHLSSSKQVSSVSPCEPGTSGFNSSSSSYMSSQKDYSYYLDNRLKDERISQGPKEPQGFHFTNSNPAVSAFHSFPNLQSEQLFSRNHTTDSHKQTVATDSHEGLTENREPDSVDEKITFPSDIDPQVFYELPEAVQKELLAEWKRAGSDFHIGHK
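Fluorescent replication assay read twice, at 0 min and 10 min after adding 50 nM (final) substrate. Enzyme (10 nM) and compounds were first incubated 15 min at room temperature; enzyme-free buffer wells were negative controls.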
Pin1 inh: inhibitors of human Pin1; Potency, µM (titrated, usually from 115 µM), inactives show at the top dose activity, negative = inhibition, actives largely listed as inhibitors; 390,000 tested, 0.009% active; Pin1 FP peptide displacement, HiFluor488, 10 min; AID 504891; Q13526; active = well fitted inhibition curve with a large enough effect in the polarisation, with a control signal flat, not every such curve was filed as active; inconclusive = small, poorly fitted or top-dose-only effect, or effect the other way, or a change in a side signal; inactive = no such curve, though single readings can be large or run the other way; the % refers to the polarisation; note: % is set by controls: 0 for no effect and ±100 for the full control effect
BAZ2B inh: BAZ2B (human) inhibition; Q9UIF8; AlphaScreen BAZ2B-H3K14Ac peptide displacement; Potency, µM (titrated, usually from 114 µM), inactives show at the top dose activity change, negative = inhibition, actives largely listed as inhibitors; 360,000 tested, 4.4% active; note: % is set by controls: 0 for no effect and ±100 for the full control effect; nearly all actives have a fitted effect of over 60% in size
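Inhibition is scored as reduced AlphaScreen emission. The BAZ2B/b-H3(5-23)K14Ac complex (50 nM each) in PBS pH 7.4, 0.01% Tween-20 meets compound (up to 110 uM) for 30 min at RT before bead addition.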
G9a inh: inhibitors of human histone lysine methyltransferase G9a; Q96KQ7; G9a H3K9 monomethylation, AlphaScreen, 2 h; Potency, µM (titrated, usually from 102 µM), for inactives: at the top dose activity, negative = inhibition, usual class: inhibitors; 350,000 tested, 8.8% active; AID 504332; note: % is set by controls: 0 for no effect and ±100 for the full control effect; nearly all actives have a fitted effect of over 75% in size
Target sequence (Q96KQ7 913-1193 limits assumed): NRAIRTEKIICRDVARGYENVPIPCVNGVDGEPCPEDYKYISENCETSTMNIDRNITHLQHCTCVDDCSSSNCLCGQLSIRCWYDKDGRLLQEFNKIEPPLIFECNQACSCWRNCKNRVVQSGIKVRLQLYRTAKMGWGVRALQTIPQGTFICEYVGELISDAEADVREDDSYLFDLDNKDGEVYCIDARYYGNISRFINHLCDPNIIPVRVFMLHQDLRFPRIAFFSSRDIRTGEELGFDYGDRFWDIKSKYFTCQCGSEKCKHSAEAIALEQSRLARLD
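AlphaScreen detection with an anti-monomethyl H3K9 antibody quantified product after a 2 h room-temperature reaction containing 500 nM biotinylated H3K9 peptide, 20 µM SAM and 20 nM enzyme, which had been preincubated 15 min with compound.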
GLS inhibitor: blocks human kidney-isoform glutaminase activity | 410,000 tested, 0.21% active | Potency, µM (top dose mostly 45.5 µM), without a hit: top-dose activity change, negative = inhibition, actives largely listed as inhibitors | AID 624170 | GLS enzymatic activity, qHTS titration; note: % is set by controls: 0 for no effect and ±100 for the full control effect
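Enzyme dispensed in phosphate buffer (45 mM, pH 8.2, 0.02% Tween-20), compounds pinned in, then 1 mM L-glutamine solution and the glutamate oxidase–HRP–Amplex Red mix added; fluorescence read immediately and again after 30 min at room temperature.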
Tb PGK inh: blocks T. brucei phosphoglycerate kinase; PGK/GAPDH coupled, Kinase-Glo luminescence, 60 min; Potency, µM (top dose mostly 57.5 µM), for the others: at the top dose activity change, negative = inhibition, usual class: inhibitors; 380,000 tested, 0.043% active; AID 602233; note: % is set by controls: 0 for no effect and ±100 for the full control effect; nearly all actives have a fitted effect of over 60% in size
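Recombinant glycosomal PGK reaction used 1,3-bisphosphoglycerate generated in-well by GAPDH (100nM final) in 100mM TEA pH 7.6, 5mM MgCl2, 0.01% Tween-20. After 60 minutes at room temperature, ATP was read by Kinase-Glo Plus luminescence end-point.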
JMJD2A Tudor inh: blocks the human JMJD2A Tudor domain | O75164 | AlphaScreen JMJD2A-Tudor / H3K4me3 peptide binding | Potency, µM (top dose mostly 114 µM), for inactives: top-dose activity change, negative = inhibition, most hits filed as inhibitors | 390,000 tested, 4.4% active; note: % is set by controls: 0 for no effect and ±100 for the full control effect; nearly all actives have a fitted effect of over 50% in size
BLM helicase inh: inhibitors of human Bloom syndrome helicase BLM | P54132 | recombinant BLM DNA unwinding, fluorescence dequenching | Potency, µM (doses to about 56.1 µM), inactives show top-dose activity change, negative = inhibition, hits mostly inhibitors | 350,000 tested, 0.2% active | AID 2528;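 note: plate controls were vehicle for no effect and no enzyme for full effect; nearly all actives have a fitted effect of over 35% in size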
HP1b chromo inh: inhibitors of HP1-beta chromodomain binding to methylated histone tails; P83916; AlphaScreen HP1-beta / biotin-H3K9me3 peptide binding; Potency, µM (titrated, usually from 114 µM), for inactives: at the highest dose activity change, negative = inhibition, usual class: inhibitors; 390,000 tested, 0.56% active; AID 540317; note: nearly all actives have a fitted effect of over 70% in size; inactives centre near 23
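AlphaScreen: HP1-beta (50 nM) preformed 30 min with biotin-H3(1-18)K9me3 peptide (50 nM) in PBS pH 7.4, 0.01% Tween-20. Compound added for 30 min at RT, then streptavidin donor/nickel chelate acceptor beads (10 ug/mL) for 30 min.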
Starred values were filed as active, the others as inactive; i = inactive; ? = inconclusive; / = no result given; [ ] = dose if it differs, or a comment. Unless noted, calls come from the whole dose curve; as a rule, active = well fitted curve in the direction sought with a large enough effect; inconclusive = small, poorly fitted or top-dose-only effect, or another doubt; inactive = no such curve, though single readings can be large; an effect the other way counts as inactive or inconclusive. Potency is the fitted concentration of half-maximal effect.

#	SMILES	Pol iota inh	Pin1 inh	BAZ2B inh	G9a inh	GLS inhibitor	Tb PGK inh	JMJD2A Tudor inh	BLM helicase inh	HP1b chromo inh
1	O=C(CSCc1cnn(-c2ccccc2)c1-n1cccc1)NCCN1CCOCC1	16%	1%	0%	4%	4%	-1%	-12%	-1%	33%
2	Cn1c(CNC(=O)c2ccccc2F)nnc1SCC(=O)NCc1ccccc1	-4%	2%	-1%	3%	-11%	-7%	-25%	-1%	10%
3	COc1ccccc1-c1nnc(SCC(=O)N2CCCCC2)o1	6%	0%	-3%	/	9%	6%	-5%	-4%	24%
4	CSc1ccccc1NC(=O)c1cc(-c2cccnc2)nc2ccc(Br)cc12	151%[activator]	?	?	-3%[12.7 µM]	1%	-8%	?	-17%	7%
5	CCOc1ccc(S(=O)(=O)N2CCCCC2)c2ccccc12	?	5%	6%	41%[activator]	?	-2%	?	-6%	33%
6	C=CCOc1ccc(C2NC(=S)NC3=C2CCc2ccccc23)cc1 (centres undefined)	41%[activator]	1%	?	22µM*	?	-9%	?	-7%	0%
7	CCn1c(O)c(N=NC2=NC(=O)CS2)c2cc(C)ccc21	-14%	4%	-11%	14%[0.501 µM]	0%	i	-26%	-6%	14%
8	CC1CCC(C(C)C)C2=C1C(C#N)(C#N)C(C#N)(C#N)C(c1ccccc1)N2 (centres undefined)	?	?	?	7.1µM*	-15%	2%	?	-6%	?
9	Cc1ccc([N+](=O)[O-])cc1S(=O)(=O)N1CCCN(C)CC1	30%	5%	2%	56µM*	19%	-2%	-14%	1%	63%[activator]
10	CC(=O)c1ccc(NC(=O)c2cn(-c3ccccc3)nc2-c2ccncc2)cc1	3%	15%	3%	19%[59 µM]	2%	2%	-14%	-9%	19%
11	O=c1[nH]c(=O)n(C(c2ccccc2)c2ccccc2)cc1Br	99%[activator]	0%	-35%	6%	-19%	-1%	-5%	-4%	43%[activator]
12	CC1CCN(CC(=O)NCc2ccccc2)CC1	-8%	5%	8%	15%[12.7 µM]	0%	-13%	-15%	-3%	27%
13	Cc1ccc(NC(=O)CN(C)Cc2cccs2)cc1Cl	-22%	2%	39%[activator]	6%	0%	-8%	28%	-5%	55%[activator]
14	COc1ccc(-c2cn3ccccc3n2)cc1OC	14%	-12%	?	-30%[59 µM]	-3%	-13%	-8%	1%	46%[activator]
15	CCOC(=O)NC1(C(F)(F)F)C(=O)NC(C)=C1C#N (centres undefined)	13%	-6%	39%[activator]	-2%[59 µM]	4%	i	-12%	2%	18%
16	O=C(OCc1nnc(-c2ccccc2)o1)c1cc(S(=O)(=O)N2CCOCC2)c(Cl)cc1Cl	?	8%	-2%	-1%[12.7 µM]	?	5%	?	-1%	-19%
17	C[C@H](CO)N1C[C@H](C)[C@@H](CN(C)Cc2ccc3c(c2)OCO3)Oc2ccc(NC(=O)Cn3cnnn3)cc2C1=O	-2%	-1%	/	/	14%	i	-9%	/	31%
18	Cc1ccc(CC(=S)N2CCOCC2)cc1	15%	2%	5%	8.9µM*	-16%	-4%	-6%	0%	-20%
19	CCOC(=O)c1nn(-c2ccccc2)c(=O)cc1SC(C)CC (centres undefined)	-15%	2%	4%	4%	-4%	i	-9%	-7%	33%[activator]
20	CC(=O)c1cc2c(cc1NS(=O)(=O)c1ccc(F)cc1)OCO2	59%[activator]	-2%	-15%	18%	-23%	0%	-13%	3%	25%
21	COc1ccc(/C=C/C(=O)Nc2cc(C)on2)cc1	8%	2%	4%	8%[59 µM]	24%	-3%	?	-1%	?
22	Cc1cc(C)cc(NC(=O)N2CCc3ccccc3C2)c1	-9%	3%	3%	/	-5%	-11%	-3%	-3%	54%[activator]
23	COc1ccc(/C=N/Nc2ccccn2)cc1O	27%	-11%	-16%	/	?	1%	-8%	-17%	4%
24	CC(C)C(=O)N(Cc1ccccc1)c1ccccn1	6%	0%	3%	-23%[12.7 µM]	1%	-6%	-11%	0%	38%
25	C=C(C)COc1ccc(-c2n[nH]c(C)c2-c2ccc(OC)c(OC)c2)c(O)c1	21%	1%	?	?	28%	6%	?	-11%	16%
26	Cc1cccc(C(=O)O/N=C(\N)c2ccccn2)c1	47%[activator]	-3%	11%	-12%	1%	?	-2%	1%	29%
27	COc1ccc(CCNC(=O)C(=O)Nc2nccs2)cc1OC	32%[activator]	2%	-1%	?	4%	1%	79µM*	0%	26%
28	COC(=O)N1C(=O)[C@](c2ccccc2)(C2CCCC2)N1C(=O)OC	?	-3%	-27%	-46%	1%	6%	-7%	-2%	42%[activator]
29	Nc1ccc(S(=O)(=O)c2ccc(Cl)cc2)cc1	12%	0%	9%	7%[59 µM]	-5%	-10%	-11%	-3%	19%
30	COc1ccc(CNc2ncnc3c2[nH]c2cc(OC)c(OC)cc23)cc1	?	1%	?	-9%[59 µM]	1%	-10%	?	?	2%
31	O=C(CCN1CCN(S(=O)(=O)c2ccc(Cl)cc2)CC1)Nc1ccc(F)cc1	30%[activator]	-8%	-4%	/	-6%	0%	-13%	?	61%[activator]
32	CCCn1c(SCC(=O)NC2CCCC2)nc2c1c(=O)n(C)c(=O)n2C	7%	0%	-10%	6%	-6%	-7%	0%	-7%	20%
33	CC(O)[C@H]1CNC(=O)C(=O)N1CC1(c2ccccc2)CC1 (some centres undefined)	-1%	-1%	-2%	-25%[59 µM]	-6%	-1%	-21%	-3%	22%
34	CC1=C(C(=O)N2CCCC(CCC(=O)NCc3ccc(F)c(F)c3)C2)OCCO1 (centres undefined)	19%	/	3%	3%	-7%	-8%	9%	1%	31%
35	O=c1c(-c2nc3ccccc3s2)cccn1Cc1ccccc1	-12%	-4%	114%[activator]	256%[activator]	-4%	-2%	77%[activator]	-1%	159%[activator]
36	Cc1ccccc1CNC(=O)c1sc2ncnc(N(C)C3CCCCC3)c2c1C	11%	19%	2%	8%[59 µM]	-16%	9%	-17%	-7%	36%
37	COc1cccc(/C=C2/C(=O)NN(c3ccc(Br)cc3)C2=O)c1O	29%	?	?	/	16%	-12%	?	-7%	-21%
38	CC1(C)Cc2c(cnn2-c2cccc(F)c2)C(NC(=O)c2ccc(=O)[nH]n2)C1 (centres undefined)	-7%	?	-5%	/	-6%	1%	-12%	-1%	37%
39	CCOC(=O)COc1ccc2c(c1)C(=O)CC1(CCN(C(C)=O)CC1)O2	?	0%	3%	1%	-12%	-8%	-13%	0%	15%
40	CC(C)(C)c1ccc(OCC(=O)NCC(c2cccs2)N2CCOCC2)cc1 (centres undefined)	61%[activator]	0%	4%	4%	1%	i	-19%	/	3%
41	CC(C)c1ccc(-c2nc(N3CCCC3)nc3n[nH]c(N)c23)cc1	-9%	0%	-6%	8%[59 µM]	-1%	-7%	6%	3%	53%[activator]
42	COc1cc(C(=O)NCc2ccc(OCCN(C)C)cc2)cc(OC)c1OC	-6%	2%	9%	-31%[2.33 µM]	6%	-6%	?	-4%	21%
43	CCCN(CCC)CCCNC(=O)c1cn(CC)c2ccc(S(=O)(=O)N3CCOCC3)cc2c1=O	-10%	0%	-6%	/	9%	3%	-4%	4%	19%
44	CCOC(=O)c1c(C)nc2sc3c(=O)n(-c4ccc(C(C)=O)cc4)nnc3c2c1-c1ccc(Cl)cc1	13%	0%	2%	21%[12.7 µM]	13%	-9%	-34%	-1%	4%
45	O=C(Cn1c(=O)n(Cc2cccs2)c(=O)c2cccnc21)Nc1ccccc1F	14%	0%	0%	-1%[59 µM]	1%	-6%	-8%	-4%	16%
46	COc1ccc(S(=O)(=O)Nc2ccccc2C(=O)NN2CCOCC2)cc1OC	4%	-7%	/	/	31%[activator]	1%	-10%	/	39%
47	O=C(O)Cn1c(CC(=O)N2CCCC2)nc2ccccc21	?	-11%	-10%	7%[2.33 µM]	2%	-7%	?	-2%	5%
48	C=C1CCN([C@@H](C)C(=O)NCc2ccc(OC)cc2)S(=O)(=O)c2ccccc21	-11%	0%	24%	31%[59 µM]	-9%	-1%	3%	-1%	30%
49	CC(C)NS(=O)(=O)c1ccc(NCCCn2ccnc2)c([N+](=O)[O-])c1	101%[activator]	-2%	?	-8%	0%	i	-21%	-1%	-9%
50	Cc1ncoc1C(=O)Nc1ccccc1-c1ccccc1	27%	-6%	4%	1%[59 µM]	0%	-3%	-19%	0%	3%
51	Cc1[nH]nc2c1C(c1cccs1)C(C#N)=C(N)O2 (centres undefined)	25%	6%	-17%	-5%	-12%	0%	-21%	-2%	13%
52	COc1ccc(CCNC(=O)CSc2nc(C)nc3c2oc2ccccc23)cc1OC	15%	5%	-5%	/	-1%	6%	-3%	1%	27%
53	CCCCC(=O)NC(=S)Nc1nnn(CCC)n1	75%[activator]	7%	71µM*	10µM*	-14%	-1%	3.5µM*	1%	-2%

3 entries from above, sorted by the number in GLS inhibitor, low to high:
#	SMILES	Pol iota inh	Pin1 inh	BAZ2B inh	G9a inh	GLS inhibitor	Tb PGK inh	JMJD2A Tudor inh	BLM helicase inh	HP1b chromo inh
53	CCCCC(=O)NC(=S)Nc1nnn(CCC)n1	75%[activator]	7%	71µM*	10µM*	-14%	-1%	3.5µM*	1%	-2%
51	Cc1[nH]nc2c1C(c1cccs1)C(C#N)=C(N)O2 (centres undefined)	25%	6%	-17%	-5%	-12%	0%	-21%	-2%	13%
52	COc1ccc(CCNC(=O)CSc2nc(C)nc3c2oc2ccccc23)cc1OC	15%	5%	-5%	/	-1%	6%	-3%	1%	27%

This is a subset; rates above refer to the full screens.
